MITF TRPM1 inh – reduces MITF-dependent TRPM1 promoter luciferase signal; actives 0.83% (n = 330,000); inhibition, % at 12.5 µM; SK-MEL-5 TRPM1 promoter luciferase, 24 h;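 active = mean inhibition across replicates of 60% or more, whatever share of single replicates reaches that level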; note: values of inactives mirror those of a sister screen read the other way
HIF-2a inh – HIF-2a inhibition | 786-0 RCC cells HIF-2a reporter, luciferase luminescence, overnight | inhibition, % at 18.8 µM | actives 0.72% (n = 360,000);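 active = inhibition of the luminescence signal of 40% or more relative to plate controls, in a single-dose primary screen at 18.75 µM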
TWEAK-Fn14 inh – inhibitors of TWEAK-Fn14 interaction signaling. inhibition, % at 10 µM. AID 1159606. TWEAK-stimulated Fn14 reporter cells, luciferase luminescence, 8 h. actives 2% (n = 360,000); in the data active = inhibition above about 50%
TROY NFkB inh – blocks TROY-dependent signaling in reporter cells. Q293 LMP1-TROYcd NF-kB luciferase reporter, 4 h. inhibition, % at 10 µM. actives 0.98% (n = 360,000). AID 1347056;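 active = compounds whose plate-normalised and pattern-corrected inhibition of the luciferase reporter signal at the single screening dose is 50% or more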
Peg3 promoter – Peg3 promoter activity inhibition | HeLa PEG-Prom luciferase reporter, luminescence, overnight | inhibition, % at 20 µM | actives 1.7% (n = 360,000) | AID 588405;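 active = inhibition of at least 50% at 20 µM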
NR2E3 ag-1 – activates human NR2E3 receptor. actives 0.35% (n = 360,000). inhibition of corepressor binding, % at 3.98 µM. CHO-S Gal4-NCOR/VP16-NR2E3 two-hybrid, luciferase. AID 602229;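 active = inhibition above the mean of all tested compounds plus 3 SD, cut at about 70% in these data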;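 note: 0% = DMSO with NR2E3 transfected cells and 100% = cells lacking NR2E3 construct; higher means lower luciferase signal from less NR2E3 corepressor binding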
Target sequence (Q9Y5X4 whole entry, looked up, the tested form may be a part): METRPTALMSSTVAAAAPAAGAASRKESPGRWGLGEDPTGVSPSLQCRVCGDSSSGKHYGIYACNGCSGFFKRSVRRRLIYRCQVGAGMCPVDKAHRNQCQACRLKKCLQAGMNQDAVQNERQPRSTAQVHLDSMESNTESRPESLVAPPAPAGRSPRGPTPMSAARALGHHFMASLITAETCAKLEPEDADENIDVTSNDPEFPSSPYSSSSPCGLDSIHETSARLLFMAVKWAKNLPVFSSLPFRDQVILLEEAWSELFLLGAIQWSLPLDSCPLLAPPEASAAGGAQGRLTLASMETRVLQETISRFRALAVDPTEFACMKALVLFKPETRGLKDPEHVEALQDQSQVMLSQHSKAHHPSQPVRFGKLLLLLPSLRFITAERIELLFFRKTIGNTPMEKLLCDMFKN
NR2E3 ag-2 – NR2E3 (human) agonism. AID 2300. actives 0.12% (n = 320,000). GST-NR2E3/biotin-RetCOR TR-FRET, 1536-well. inhibition of corepressor binding, % at 4.78 µM. Q9Y5X4;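 active = percent inhibition above the cutoff of mean plus 3 SD of all tested compounds, set per screening campaign, cut at about 20% in these data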;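 note: 0% = DMSO wells and 100% = biotin wells as full block of FRET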
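System: GST-tagged NR2E3 plus biotinylated RetCOR corepressor; Amount: 1.35 nM GST-tagged NR2E3 final; Dosing: single nominal compound dose of 4.8 µM; Schedule: 5 h incubation at 4 °C; Technique: TR-FRET with europium anti-GST and streptavidin-D2, 340 nm excitation; Controls: biotin wells as high control, 0.6% DMSO wells as low control.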
Shn3 3UTR inh – reduces Shn3 3'UTR luciferase signal in osteoblasts | AID 588674 | Clone20 osteoblast Shn3 3'UTR firefly luciferase, 24 h | actives 0.52% (n = 360,000) | inhibition, % at 12.5 µM;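 active = mean inhibition of at least 75% with every replicate also reaching 75%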;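 note: 0% = median of neutral control wells and 100% = pilot-screen positive control compound; some compounds past the cut are filed as inactive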
KKLEB cytotox – reduces viability of KKLEB cystic fibrosis airway cells; KKLEB CF airway cells viability, ATPlite luminescence, overnight; stronger effect = lower value; cells stimulated with P. aeruginosa culture filtrate; actives 0.36% (n = 360,000); activity change (cytotoxicity), % at 5 µM; AID 602141;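 active = corrected activity change at or below -50% at 5 µM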
CF NFkB block – inhibitors of cystic fibrosis induced NF-kB; inhibition, % at 5 µM; AID 588850; actives 0.86% (n = 360,000); KKLEB NF-kB-GFP reporter, PAF-induced, GFP fluorescence overnight;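 active = at least 50% inhibition at 5 µM, scaled per plate between neutral and stimulator controls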;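 note: PAF is a Pseudomonas aeruginosa culture filtrate used as stimulus; plate controls were PAF-stimulated DMSO wells for no effect and unstimulated DMSO wells for full effect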
C8 TRAIL sens – caspase-8 TRAIL sensitization; NB7+C8 cells + TRAIL, ATPlite viability luminescence; actives 1% (n = 360,000); inhibition (viability loss, TRAIL sensitization), % at 10 µM;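 active = compounds causing at least 50% loss of cell viability in the single-dose screen, relative to plate controls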
* hit, by the source's call. An excerpt, so the mix of outcomes need not match the whole.

What do the screens show for `C=CCNC(=O)c1ccc(-c2nc3ccccc3nc2-c2ccccc2)cc1`?
MITF TRPM1 inh: 8; HIF-2a inh: 29; TWEAK-Fn14 inh: 7; TROY NFkB inh: 12; Peg3 promoter: 29; NR2E3 ag-1: 9; NR2E3 ag-2: 1; Shn3 3UTR inh: -5; KKLEB cytotox: 13; CF NFkB block: 9; C8 TRAIL sens: 8

What do the screens show for `CCOC(=O)CSc1nc(CC)nc2ccccc12`?
MITF TRPM1 inh: -6; HIF-2a inh: 16; TWEAK-Fn14 inh: -12; TROY NFkB inh: -8; Peg3 promoter: 2; NR2E3 ag-1: -22; NR2E3 ag-2: 5; Shn3 3UTR inh: -3; KKLEB cytotox: -9; CF NFkB block: 13; C8 TRAIL sens: -8

What do the screens show for `O=C(NC1CCCC1)C(c1ccccn1)N(C(=O)c1csnn1)C1CCCCC1` (stereo not given)?
MITF TRPM1 inh: 6; HIF-2a inh: 1; TWEAK-Fn14 inh: 6; TROY NFkB inh: 0; Peg3 promoter: 10; NR2E3 ag-1: 4; NR2E3 ag-2: 0; Shn3 3UTR inh: -4; KKLEB cytotox: 9; CF NFkB block: -4; C8 TRAIL sens: -9

Results for CC1(c2nnnn2-c2ccc3c(c2)OCCO3)CCC(=O)N1CCc1c[nH]c2ccccc12 (stereo not given) ?
HIF-2a inh: 7; TWEAK-Fn14 inh: 45; TROY NFkB inh: 22; NR2E3 ag-1: 2; C8 TRAIL sens: 6

Results for Cc1ccc(O)c(CC(C)C)n1 ?
MITF TRPM1 inh: -7; HIF-2a inh: 10; TWEAK-Fn14 inh: 13; TROY NFkB inh: 2; Peg3 promoter: -5; NR2E3 ag-1: 1; NR2E3 ag-2: 4; Shn3 3UTR inh: 5; KKLEB cytotox: -10; CF NFkB block: 4; C8 TRAIL sens: 6

How did CCCCCCn1cc(C(=O)O)c(=O)c2cc(F)c(N3CCCCC3)cc21 do in these assays?
MITF TRPM1 inh: 4; HIF-2a inh: 18; TWEAK-Fn14 inh: -13; TROY NFkB inh: -6; Peg3 promoter: 7; NR2E3 ag-1: 3; NR2E3 ag-2: 4; Shn3 3UTR inh: -9; KKLEB cytotox: 0; CF NFkB block: -9; C8 TRAIL sens: -5

What do the screens show for `O=C1CCCN1S(=O)(=O)c1ccccc1`?
MITF TRPM1 inh: -3; HIF-2a inh: 5; TWEAK-Fn14 inh: 12; TROY NFkB inh: 14; Peg3 promoter: -6; NR2E3 ag-1: 17; NR2E3 ag-2: 3; Shn3 3UTR inh: -10; KKLEB cytotox: -11; CF NFkB block: 21; C8 TRAIL sens: 1

How did CC1CCC(NC(=O)C(NC(=O)c2ccccc2)C(C)C)CC1 (stereo not given) do in these assays?
MITF TRPM1 inh: -1; HIF-2a inh: 2; TWEAK-Fn14 inh: -27; TROY NFkB inh: -1; Peg3 promoter: -2; NR2E3 ag-1: 31; NR2E3 ag-2: 2; Shn3 3UTR inh: -13; KKLEB cytotox: -6; CF NFkB block: -4; C8 TRAIL sens: -4

What do the screens show for `CCOC(=O)c1[nH]c(C)c(/C(O)=C2\C(=O)C(=O)N(CCN3CCOCC3)C2c2ccco2)c1C` (stereo not given)?
MITF TRPM1 inh: 3; HIF-2a inh: 18; TWEAK-Fn14 inh: 4; TROY NFkB inh: -3; Peg3 promoter: 8; NR2E3 ag-1: 5; NR2E3 ag-2: 8; Shn3 3UTR inh: -7; KKLEB cytotox: 2; CF NFkB block: 11; C8 TRAIL sens: -7

How did Cc1cccc(N(CC(=O)O)CC(=O)O)c1 do in these assays?
MITF TRPM1 inh: 6; HIF-2a inh: 8; TWEAK-Fn14 inh: 9; TROY NFkB inh: 14; Peg3 promoter: -2; NR2E3 ag-1: -7; NR2E3 ag-2: 3; Shn3 3UTR inh: -20; KKLEB cytotox: 7; CF NFkB block: -33; C8 TRAIL sens: 11

How did CCOC(=O)c1cnc2c(Cl)c(Cl)ccc2c1N1CCN(C)CC1 do in these assays?
MITF TRPM1 inh: 4; HIF-2a inh: 15; TWEAK-Fn14 inh: -15; TROY NFkB inh: -19; Peg3 promoter: 34; NR2E3 ag-1: -52; NR2E3 ag-2: -2; Shn3 3UTR inh: 7; KKLEB cytotox: -10; CF NFkB block: 5; C8 TRAIL sens: 59*

What do the screens show for `O=c1n(-c2ccc(Br)cc2)cnn1-c1ncccc1[N+](=O)[O-]`?
MITF TRPM1 inh: -66; HIF-2a inh: -268; TWEAK-Fn14 inh: 3; TROY NFkB inh: -77; Peg3 promoter: -248; NR2E3 ag-1: -106; NR2E3 ag-2: -3; Shn3 3UTR inh: -83; KKLEB cytotox: -2; CF NFkB block: -11; C8 TRAIL sens: 5

How did Cc1ccc(NC(=O)N2CCC(O)(c3ccc(Cl)cc3)CC2)cc1 do in these assays?
MITF TRPM1 inh: -7; HIF-2a inh: 17; TWEAK-Fn14 inh: -4; TROY NFkB inh: 1; Peg3 promoter: 14; NR2E3 ag-1: 10; NR2E3 ag-2: -1; Shn3 3UTR inh: 7; KKLEB cytotox: -13; CF NFkB block: 16; C8 TRAIL sens: -9

How did CC(=O)N(Cc1cc2ccccc2[nH]c1=O)c1ccc(C)cc1 do in these assays?
MITF TRPM1 inh: -18; HIF-2a inh: 7; TWEAK-Fn14 inh: -10; TROY NFkB inh: -8; Peg3 promoter: 13; NR2E3 ag-1: -34; NR2E3 ag-2: 1; Shn3 3UTR inh: 9; KKLEB cytotox: -11; CF NFkB block: 11; C8 TRAIL sens: 10

Results for C/C(=N\NC(=O)CN(c1ccc(Oc2ccccc2)cc1)S(C)(=O)=O)C(C)(C)C ?
MITF TRPM1 inh: -13; HIF-2a inh: -18; TWEAK-Fn14 inh: -9; TROY NFkB inh: -3; Peg3 promoter: -14; NR2E3 ag-1: -20; NR2E3 ag-2: -16; Shn3 3UTR inh: -28; KKLEB cytotox: -2; CF NFkB block: -16; C8 TRAIL sens: -6

What do the screens show for `C[C@H](CO)N1C[C@H](C)[C@@H](CN(C)C(=O)NC2CCCCC2)Oc2c(NS(=O)(=O)c3ccc(F)cc3)cccc2C1=O`?
MITF TRPM1 inh: -6; HIF-2a inh: 11; TWEAK-Fn14 inh: -16; TROY NFkB inh: -1; Peg3 promoter: 1; NR2E3 ag-1: 3; Shn3 3UTR inh: -3; KKLEB cytotox: -4; CF NFkB block: 30; C8 TRAIL sens: -10

Results for CC1(C)OC(=O)C=C[C@]2(C)[C@H]3CC[C@@]4(C)[C@H](c5ccoc5)OC(=O)[C@H]5O[C@]54[C@]3(C)C(=O)C[C@@H]12 ?
MITF TRPM1 inh: 10; HIF-2a inh: 11; TWEAK-Fn14 inh: 8; TROY NFkB inh: -12; Peg3 promoter: 2; NR2E3 ag-1: 4; NR2E3 ag-2: 0; Shn3 3UTR inh: -2; KKLEB cytotox: 9; CF NFkB block: -13; C8 TRAIL sens: 0

How did CCOC(=O)C1CCCN(c2c(N3CCN(c4cccc(Cl)c4)CC3)c(=O)c2=O)C1 (stereo not given) do in these assays?
HIF-2a inh: 9; TWEAK-Fn14 inh: -27; TROY NFkB inh: -3; Peg3 promoter: 14; NR2E3 ag-1: -11; NR2E3 ag-2: 2; Shn3 3UTR inh: -33; KKLEB cytotox: -15; CF NFkB block: 17; C8 TRAIL sens: -2

What do the screens show for `CCc1ccc(CNc2ccc3c(c2)ncn3C)cc1`?
MITF TRPM1 inh: -74; HIF-2a inh: -262; TWEAK-Fn14 inh: 12; TROY NFkB inh: 20; Peg3 promoter: -260; NR2E3 ag-1: -118; NR2E3 ag-2: -3; Shn3 3UTR inh: -41; KKLEB cytotox: -11; CF NFkB block: -11; C8 TRAIL sens: 8

What do the screens show for `O=C(O)c1cc(N/N=C/c2ccc(-c3ccccc3)cc2)ccc1Cl`?
MITF TRPM1 inh: -9; HIF-2a inh: -131; TWEAK-Fn14 inh: -26; TROY NFkB inh: -29; Peg3 promoter: -179; NR2E3 ag-1: -166; Shn3 3UTR inh: -35; KKLEB cytotox: 19; CF NFkB block: -4; C8 TRAIL sens: 12

What do the screens show for `CCn1c(SCC(=O)Nc2nccs2)nnc1-c1ccccc1`?
MITF TRPM1 inh: 7; HIF-2a inh: -22; TWEAK-Fn14 inh: 16; TROY NFkB inh: -3; Peg3 promoter: 2; NR2E3 ag-1: -5; NR2E3 ag-2: 1; Shn3 3UTR inh: 20; KKLEB cytotox: -5; CF NFkB block: 5; C8 TRAIL sens: 27

Results for CC(C)OC(=O)c1ccc(NC(=O)C2C3CC4OC(=O)C2C4C3)cc1 (stereo not given) ?
MITF TRPM1 inh: -74; HIF-2a inh: -172; TWEAK-Fn14 inh: 10; TROY NFkB inh: 22; Peg3 promoter: -170; NR2E3 ag-1: -95; NR2E3 ag-2: -3; Shn3 3UTR inh: -60; KKLEB cytotox: -2; CF NFkB block: 11; C8 TRAIL sens: 13

Results for CCOC(=O)CC(=O)CSc1nc2ccc(OC)cc2cc1C ?
MITF TRPM1 inh: -21; HIF-2a inh: -103; TWEAK-Fn14 inh: -9; TROY NFkB inh: -43; Peg3 promoter: -85; NR2E3 ag-1: -21; NR2E3 ag-2: -2; Shn3 3UTR inh: 4; KKLEB cytotox: -6; CF NFkB block: -1; C8 TRAIL sens: -10

How did C=C(C)Cn1c(SCC(=O)O)nc2c1c(=O)[nH]c(=O)n2C do in these assays?
MITF TRPM1 inh: 2; HIF-2a inh: 7; TWEAK-Fn14 inh: -8; TROY NFkB inh: 5; Peg3 promoter: 6; NR2E3 ag-1: 9; NR2E3 ag-2: 0; Shn3 3UTR inh: 2; KKLEB cytotox: 0; CF NFkB block: 20; C8 TRAIL sens: 6

Results for CN(Cc1cnccn1)Cc1nc(Cc2ccccc2Cl)no1 ?
MITF TRPM1 inh: 14; HIF-2a inh: 15; TWEAK-Fn14 inh: 8; TROY NFkB inh: 8; Peg3 promoter: 18; NR2E3 ag-1: -10; NR2E3 ag-2: 1; Shn3 3UTR inh: -16; KKLEB cytotox: -23; CF NFkB block: 4; C8 TRAIL sens: -15

Results for Cc1ccc(C(=O)OCC(=O)N2CC(C)CC(C)C2)cc1S(=O)(=O)N1CCCCC1 (stereo not given) ?
MITF TRPM1 inh: 10; HIF-2a inh: 8; TWEAK-Fn14 inh: -11; TROY NFkB inh: -9; Peg3 promoter: -4; NR2E3 ag-1: -23; NR2E3 ag-2: -3; Shn3 3UTR inh: -4; KKLEB cytotox: 2; CF NFkB block: 2; C8 TRAIL sens: 13

How did COc1ccc([C@H]2CC(=O)C[C@@H](CCn3cc(C)nn3)O2)cc1 do in these assays?
HIF-2a inh: 1; TWEAK-Fn14 inh: -8; TROY NFkB inh: 6; NR2E3 ag-1: 8; C8 TRAIL sens: 5

Screens deposited in PubChem by several laboratories.
